Source: PubChem
NRP1-CendR mod = modulators of CendR peptide binding to human neuropilin-1; O14786; hit rate 0.85% among 360,000; inhibition, % at 25 µM; FAM-RPARPAR peptide binding to NRP-1, fluorescence polarization; AID 602438;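 active = inhibition or corrected inhibition above about 18%, plus a signal ratio from 0.5 to 1.5, limit read from the data, passing the limit was not always enough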; also: strong numbers were not always called active
MsrA inh = inhibits bovine methionine sulfoxide reductase A; purified bovine MsrA, absorbance read-out; inhibition, % at 15.5 µM; hit rate 0.75% among 360,000; AID 651718; in the data active = inhibition above about 4.5%;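 also: 0% = vehicle wells with enzyme and 100% = reference inhibitor wells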
SKN-1 inh = C. elegans SKN-1 inhibition. C. elegans VP596 Pgst-4::GFP/RFP ratio, acrylamide-induced, 24 h. inhibition, % at 21.8 µM. hit rate 0.49% among 360,000;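 active = interference check ratio from 0.5 to 1.5 plus GFP to RFP signal ratio inhibition reaching or exceeding a fixed threshold, cut at about 30% in these data, passing the limit was not always enough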; also: some compounds called inactive have numbers as strong as hits
MT1-MMP act inh = MT1-MMP (human) activation inhibition | hit rate 0.061% among 360,000 | AID 651647 | HT1080 RFP-PRO-GFP cells, GFP/RFP ratio fluorescence, overnight; percent of plate control window, DMSO zero | GFP/RFP ratio change, % at 20 µM;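 active = GFP/RFP ratio change of at least 30% with cell ATP level not reduced by more than half and red fluorescence within 50% of control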; also: strong numbers were not always called active
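Assay system: HT1080 RFP-PRO-GFP cells | Dosing: 20 µM single dose, 1% DMSO | Incubation: Cells overnight before dosing, compound overnight, 37 °C, 5% CO2 | Evaluation: GFP/RFP fluorescence ratio | Control set: DMSO-only wells and HT1080 RFP-L50D-GFP cell wells as references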
PABP1 MLLE inh = inhibitors of microRNA-mediated deadenylation, human PABP1 MLLE binding | P11940 | GST-MLLE / FITC-PAM2 fluorescence polarization | inhibition, % at 20 µM | hit rate 0.36% among 360,000; in the data active = inhibition above about 35%, passing the limit was not always enough;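 also: plate controls were DMSO wells with GST-MLLE for no effect and wells lacking GST-MLLE protein for full effect; some results filed as inactive read as strong as hits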
Target sequence (P11940 whole entry, looked up): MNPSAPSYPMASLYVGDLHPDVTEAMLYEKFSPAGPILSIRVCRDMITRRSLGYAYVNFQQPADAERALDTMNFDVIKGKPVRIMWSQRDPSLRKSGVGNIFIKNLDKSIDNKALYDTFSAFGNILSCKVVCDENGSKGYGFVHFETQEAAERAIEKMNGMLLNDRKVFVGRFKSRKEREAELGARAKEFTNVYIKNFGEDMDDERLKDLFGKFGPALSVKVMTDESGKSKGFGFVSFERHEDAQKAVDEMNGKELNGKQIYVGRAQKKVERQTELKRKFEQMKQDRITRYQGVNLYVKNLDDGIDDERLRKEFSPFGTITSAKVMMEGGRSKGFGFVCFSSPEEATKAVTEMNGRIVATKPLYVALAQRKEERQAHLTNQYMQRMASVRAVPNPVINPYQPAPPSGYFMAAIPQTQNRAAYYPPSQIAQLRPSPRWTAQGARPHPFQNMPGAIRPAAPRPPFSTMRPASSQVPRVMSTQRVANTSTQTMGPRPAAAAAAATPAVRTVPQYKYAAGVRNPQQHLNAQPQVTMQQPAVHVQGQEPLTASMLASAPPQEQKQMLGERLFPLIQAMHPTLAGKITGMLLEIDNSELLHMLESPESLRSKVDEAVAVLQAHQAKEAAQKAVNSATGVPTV
FAS-TE inh = blocks the thioesterase domain of human fatty acid synthase | P49327 | recombinant FAS-TE, OMFH fluorogenic substrate, fluorescence endpoint | inhibition, % at 15 µM | hit rate 0.67% among 360,000 | AID 602261;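 active = compounds whose normalised, plate-corrected inhibition of enzyme fluorescence in the single-dose primary screen is 50% or more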;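 also: 0% = DMSO with enzyme and 100% = substrate without enzyme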
E coli Lon inh = inhibits E. coli Lon protease; purified E. coli Lon protease, fluorescence polarization; inhibition, % at 7.94 µM; hit rate 0.42% among 360,000; AID 602123; in the data active = inhibition above about 13%, passing the limit was not always enough;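 also: 0% = enzyme with probe and DMSO and 100% = no enzyme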
bovine MsrA act = activators of bovine methionine sulfoxide reductase A | hit rate 0.3% among 360,000 | AID 602163 | activation, % at 10.6 µM | purified bovine MsrA, absorbance read-out; in the data active = activation above about 7.5%;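 also: 0% = vehicle and 100% = reference activator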
Tb MetRS inh = Trypanosoma brucei MetRS inhibition; purified T. brucei MetRS, ATP depletion, Kinase-Glo luminescence; AID 624268; inhibition, % at 11.9 µM; hit rate 0.4% among 360,000;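 active = inhibition above a per-plate cutoff of the control wells' mean inhibition plus 3 SD, cut at about 5.5% in these data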;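 also: 0% = DMSO wells median and 100% = median of wells with control inhibitor compound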
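Material – parasite MetRS enzyme · Medium – HEPES-MgCl2-KCl buffer plus DTT, spermine, BSA, pyrophosphatase · Reagent – ATP, methionine and E. coli bulk tRNA substrates · Times – 15 min enzyme-compound preincubation, 2 h reaction, 10 min detection, 25 °C · Measured by – luminescence of leftover ATP · Evaluation – percent inhibition relative to median high and low control wells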
Active calls of the source: *; . = not tested or not shown. The order is random (roughly 4% active in at least one column).

item	smiles	NRP1-CendR mod	MsrA inh	SKN-1 inh	MT1-MMP act inh	PABP1 MLLE inh	FAS-TE inh	E coli Lon inh	bovine MsrA act	Tb MetRS inh
1	Cc1ccc(N2CC(C(=O)NNC(=O)c3ccc(F)cc3)CC2=O)cc1 (centres undefined)	23	-0.6	2	-6	-22	-7	-1	-1	-0.5
2	C=CCn1c(SCC(=O)N2CCc3ccccc3C2)nc2sc(C)cc2c1=O	1	-0.4	-15	-10	1	12	8	-1	-1.0
3	CC(C)CC(NC(=O)C(CC(C)C)NC(=O)OC(C)(C)C)C(=O)O (centres undefined)	11	1.1	-14	6	1	-6	1	0	-0.7
4	COc1ccc(C(=O)NCc2nnc(SCC(=O)Nc3cccc(F)c3)o2)cc1	0	0.2	-3	-1	19	-7	-6	-6	0.8
5	O=S(=O)(N/N=C\c1ccc(-c2ccccc2Cl)o1)c1ccccc1	-12	4.9*	15	-6	-18	-3	-3	-4	0.6
6	CCN(CC)c1ccc(C(=O)N2CCN(Cc3ccccc3)CC2)cc1	12	0.2	-5	2	-12	-6	-7	1	-0.4
7	COc1ccccc1N(C)S(=O)(=O)c1ccc(C(=O)OCC(=O)N2CCC2)cc1	-6	-0.8	6	2	-3	3	-6	-2	-0.9
8	Cc1ccc2[nH]c(=O)c(CN(CC3CCCO3)C(=S)Nc3ccccc3)cc2c1 (centres undefined)	1	0.3	-3	-10	-125	9	6	-7	6.1*
9	CCOC(=O)C1CCN(C(=O)COC(=O)CNC(=O)c2sc3ccccc3c2Cl)CC1	-12	1.4	-5	1	6	-3	-3	-4	-0.4
10	Cc1cccc(Nc2c3c(nc4ccccc24)CCC3)c1	-1	2.4	8	4	-8	9	-1	-4	1.1
11	CCC1CCCCN1Cc1ccc(CNS(=O)(=O)c2ccc3c(c2)oc(=O)n3C)o1 (centres undefined)	-44	-0.4	-3	-17	-9	-18	-10	-1	-0.1
12	COc1ccc(/C=C/C(=O)Oc2ccc(C)c(C)c2)cc1OC	2	0.2	10	1	2	40	-5	-5	-0.9
13	CN(C)Cc1c(C(=O)N/N=C/c2ccoc2)nnn1-c1nonc1N	-1	-0.8	-2	-3	8	-6	-5	-2	0.3
14	COC(=O)C[N+](C)(C)CC#Cc1ccccc1	-7	0.1	6	3	-5	-10	-10	-3	-0.3
15	COc1cc(/C=C/C(=O)OCC(=O)c2ccc3c(c2)NC(=O)CO3)ccc1OC(F)F	-14	0.0	-3	-5	-32	-3	-6	-2	0.1
16	COC(=O)C(=Nc1ccccc1)/C(C(=O)C(=O)N(C)c1ccccc1)=C(\O)c1ccc(Cl)cc1	-25	2.5	8	-1	18	3	-5	-5	-0.6
17	CCSc1nc(O)c(CC)c(=O)n1C(C)CC (centres undefined)	-6	-0.2	6	5	5	-9	4	-2	-0.7
18	CCCC1Cc2nc(N3CCCCC3)c(C#N)cc2CO1 (centres undefined)	-16	.	20	9	6	24	-1	-4	0.0
19	COCCCN1C(=O)C(=O)/C(=C(/O)c2ccc(OC)cc2)C1c1ccc(O)c(OC)c1 (centres undefined)	12	3.3	8	3	-3	-6	4	-1	0.1
20	O=C(CCSc1nc(-c2ccco2)cc(C(F)(F)F)n1)NCc1cccs1	-4	1.6	4	-5	-2	18	2	-1	0.4
21	CCOc1cc(OCC)cc(C(=O)N2CCC[C@H]2C(=O)N2CCC[C@H]2C(=O)N[C@H](C)c2ccccc2)c1	6	0.1	4	7	.	-14	-5	-4	-1.1
22	O=C1C=C(c2cc3ccccc3s2)C[C@@H](c2ccc(Cl)cc2)C1	10	1.1	6	0	-10	25	-5	-3	-0.3
23	CCCCn1c2nc3ccccc3nc2c2c(=O)n(CC(C)C)cnc21	-4	-0.5	-3	1	-2	-2	8	-2	0.5
24	CCN(C(=O)COC(=O)CCCOc1ccccc1)c1c(N)n(Cc2ccccc2)c(=O)[nH]c1=O	-7	-0.5	-20	1	-6	-4	-11	-13	-0.7
25	CCOc1ccc(C(=O)N2CCn3c2nc2ccccc23)cc1	-1	-0.5	-10	-1	2	-6	4	-4	0.2

From no. 1 as far as 9, copied from above:
item	smiles	NRP1-CendR mod	MsrA inh	SKN-1 inh	MT1-MMP act inh	PABP1 MLLE inh	FAS-TE inh	E coli Lon inh	bovine MsrA act	Tb MetRS inh
1	Cc1ccc(N2CC(C(=O)NNC(=O)c3ccc(F)cc3)CC2=O)cc1 (centres undefined)	23	-0.6	2	-6	-22	-7	-1	-1	-0.5
2	C=CCn1c(SCC(=O)N2CCc3ccccc3C2)nc2sc(C)cc2c1=O	1	-0.4	-15	-10	1	12	8	-1	-1.0
3	CC(C)CC(NC(=O)C(CC(C)C)NC(=O)OC(C)(C)C)C(=O)O (centres undefined)	11	1.1	-14	6	1	-6	1	0	-0.7
4	COc1ccc(C(=O)NCc2nnc(SCC(=O)Nc3cccc(F)c3)o2)cc1	0	0.2	-3	-1	19	-7	-6	-6	0.8
5	O=S(=O)(N/N=C\c1ccc(-c2ccccc2Cl)o1)c1ccccc1	-12	4.9*	15	-6	-18	-3	-3	-4	0.6
6	CCN(CC)c1ccc(C(=O)N2CCN(Cc3ccccc3)CC2)cc1	12	0.2	-5	2	-12	-6	-7	1	-0.4
7	COc1ccccc1N(C)S(=O)(=O)c1ccc(C(=O)OCC(=O)N2CCC2)cc1	-6	-0.8	6	2	-3	3	-6	-2	-0.9
8	Cc1ccc2[nH]c(=O)c(CN(CC3CCCO3)C(=S)Nc3ccccc3)cc2c1 (centres undefined)	1	0.3	-3	-10	-125	9	6	-7	6.1*
9	CCOC(=O)C1CCN(C(=O)COC(=O)CNC(=O)c2sc3ccccc3c2Cl)CC1	-12	1.4	-5	1	6	-3	-3	-4	-0.4

Next entries
item	smiles	NRP1-CendR mod	MsrA inh	SKN-1 inh	MT1-MMP act inh	PABP1 MLLE inh	FAS-TE inh	E coli Lon inh	bovine MsrA act	Tb MetRS inh
26	Cc1ccccc1N1CC(C(=O)Nc2ccc(S(=O)(=O)NCC3CCCO3)cc2)CC1=O (centres undefined)	8	-0.7	4	-2	-1	-2	5	-2	-0.5
27	O=C(C1CCCN(S(=O)(=O)c2cccc3nsnc23)C1)N1CCCCCC1 (centres undefined)	-7	-0.5	-8	5	3	-1	0	-1	-0.5
28	O=S(=O)(NCCNS(=O)(=O)c1cccs1)c1cccs1	-8	-0.2	5	-5	-11	3	-4	-5	-0.9
29	COc1cc2[nH]c(=S)n(NC(=O)c3ccccc3)c(=O)c2cc1OC	16	1.5	-20	3	36*	-11	-2	-11	-1.1
30	CC1(C(=O)NCc2ccco2)CCN1C(=O)C1(c2ccccc2)CC1 (centres undefined)	6	0.1	3	0	3	-7	-4	-4	-0.3
31	CSC[C@H]1CN(c2ccc(Br)cc2)C(=O)[C@@H]1CC(=O)Nc1ccccc1	16	-1.0	3	1	19	6	-2	3	0.5
32	CN1CCn2cnc(C(=O)Nc3ccc(Cl)cc3)c2C1=O	-5	0.6	5	5	6	-5	-6	-8	-0.1
33	CCOc1ccc(NC(=O)CCNc2c(N3CCCC3)c(=O)c2=O)cc1	2	-0.7	-1	-1	1	-1	-9	-6	-1.7
34	CCOc1ccc(Cl)cc1S(=O)(=O)N1CCC(C(=O)N2CCCC2)CC1	4	-0.8	-3	-2	0	1	-10	-4	-0.4
35	CN(Cc1ccccc1)C(=O)c1[nH]cnc1C(=O)Nc1cccc(Cl)c1	-3	0.7	-10	1	3	22	1	-3	0.4
36	CCOC(=O)/C(C#N)=C/c1cccn1-c1ccc(Cl)cc1	1	-0.1	-13	1	-2	15	-3	-6	-0.7
37	COc1ccc2cc(C#N)c(N3CCOCC3)nc2c1	-38	1.9	14	-10	-7	-5	-11	-3	-0.3
38	O=C(Nc1ccc(F)cc1)C(CCc1ccccc1)N1CCN(Cc2c(F)cccc2Cl)CC1 (centres undefined)	-12	0.1	8	-9	.	.	.	.	-0.1
39	O=C(c1ccccc1)c1ccc(C(=O)N2CCCC(C(F)(F)F)C2)cc1 (centres undefined)	-11	0.0	2	0	8	14	-16	0	0.0
40	O=C(Nc1ccc2ccccc2c1)c1cnccn1	-36	0.2	10	-2	-18	-6	-13	-14	-2.1
41	O=C(N/N=C/c1ccccc1)c1n[nH]c2c1CCCC2	0	-2.6	11	-2	-8	-3	-7	-8	0.2
42	NC(=O)CC(NC(=O)Cc1cccc2ccccc12)c1ccc(N2CCCCCCC2)c([N+](=O)[O-])c1 (centres undefined)	-5	-0.2	18	5	-1	6	-1	0	0.3
43	CCOc1ccc(-n2cc(-c3ccc(OC)c(OC)c3)[nH]c2=S)cc1	6	1.3	9	-3	-16	2	4	-2	0.1
44	Cc1cc(=O)[nH]c(SCc2cccc3cccnc23)n1	3	0.9	2	1	-13	-3	-2	-2	0.1
45	Cc1ccc(C)c(S(=O)(=O)Nc2ccc(C(=O)NCC(c3ccco3)N3CCCCC3)cc2)c1 (centres undefined)	5	0.5	-10	5	2	1	-2	-4	-0.1
46	COC(=O)c1cc(N=C(N)N=C(N)N)cc(C(=O)OC)c1	9	-0.3	2	-2	-1	-7	-5	3	-0.5
47	COc1ccc(C(=O)NNC(=O)CCn2nnc(-c3ccc(C)cc3)n2)cc1OC	9	-0.2	-4	0	-8	-4	-1	-3	-0.3
48	CCOC(=O)Cn1c(=NC(=O)CC)sc2c(C)cc(C)cc21	-8	-0.6	-2	1	9	2	0	-3	-0.8
49	CCOC(=O)Cc1csc(NC(=O)c2cccnc2)n1	0	-0.5	9	1	12	-11	-6	2	0.3
50	CCOc1ccccc1NC(=O)c1cccc2c1C(=O)N(C1CCCCC1)C2	0	0.1	25	-7	-7	18	1	-5	-0.3
51	CCCCn1c(N)c(N2CCOCC2)c(=O)n(CC(=O)NCCc2ccccc2)c1=O	-19	0.6	11	1	-5	-4	-1	-1	0.2
